# ABCB1 block – inhibitors of human ABCB1 transporter, ABCG2 counter-screen | inhibition, % at 6.6 µM | AID 1326 | 0.067% of 190,000 active | P08183 | CCRF-Adr cells, JC-1 efflux, flow cytometry; in the data active = inhibition above about 40%;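 note: 0% = vehicle and 100% = reference inhibitor; higher value means more JC-1 retained so stronger ABCB1 efflux block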
# Target sequence (P08183 whole entry, looked up): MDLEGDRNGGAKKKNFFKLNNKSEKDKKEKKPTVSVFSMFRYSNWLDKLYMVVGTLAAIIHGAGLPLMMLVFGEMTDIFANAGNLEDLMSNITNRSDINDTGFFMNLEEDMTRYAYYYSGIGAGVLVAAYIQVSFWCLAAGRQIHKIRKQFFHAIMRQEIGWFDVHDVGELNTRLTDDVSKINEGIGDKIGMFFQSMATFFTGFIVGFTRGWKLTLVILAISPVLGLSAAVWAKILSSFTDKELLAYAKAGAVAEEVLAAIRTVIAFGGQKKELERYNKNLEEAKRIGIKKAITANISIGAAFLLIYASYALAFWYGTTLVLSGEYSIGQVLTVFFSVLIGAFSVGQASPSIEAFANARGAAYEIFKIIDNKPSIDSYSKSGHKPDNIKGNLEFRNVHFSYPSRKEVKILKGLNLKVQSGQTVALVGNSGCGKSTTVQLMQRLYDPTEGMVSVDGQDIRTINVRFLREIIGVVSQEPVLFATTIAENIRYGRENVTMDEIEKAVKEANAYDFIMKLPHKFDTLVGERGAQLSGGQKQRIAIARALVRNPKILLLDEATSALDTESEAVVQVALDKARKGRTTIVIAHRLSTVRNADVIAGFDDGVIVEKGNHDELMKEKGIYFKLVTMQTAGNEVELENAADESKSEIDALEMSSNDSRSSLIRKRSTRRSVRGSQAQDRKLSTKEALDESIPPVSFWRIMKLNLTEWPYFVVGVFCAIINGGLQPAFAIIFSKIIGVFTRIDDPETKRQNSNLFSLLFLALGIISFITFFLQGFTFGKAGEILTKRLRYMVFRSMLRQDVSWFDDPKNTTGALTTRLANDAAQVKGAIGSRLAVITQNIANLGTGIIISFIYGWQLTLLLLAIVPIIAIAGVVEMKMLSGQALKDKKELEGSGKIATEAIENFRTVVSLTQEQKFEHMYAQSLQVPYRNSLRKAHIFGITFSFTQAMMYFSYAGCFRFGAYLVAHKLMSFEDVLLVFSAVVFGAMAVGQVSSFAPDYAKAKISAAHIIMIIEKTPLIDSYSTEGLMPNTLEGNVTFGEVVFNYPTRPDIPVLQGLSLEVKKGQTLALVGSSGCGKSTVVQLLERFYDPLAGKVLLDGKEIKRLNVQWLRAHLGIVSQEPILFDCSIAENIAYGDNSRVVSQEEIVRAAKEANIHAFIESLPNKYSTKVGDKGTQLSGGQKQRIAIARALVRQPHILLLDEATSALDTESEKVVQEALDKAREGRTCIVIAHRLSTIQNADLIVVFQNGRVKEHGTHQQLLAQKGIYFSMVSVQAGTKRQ
# Rac1 act GTP bind – modulators of GTP binding to human Rac1 activated mutant; P63000; GST-Rac1 activated beads, fluorescent GTP binding, flow cytometry; actives lie on both sides; 100% means binding = to untreated wells; percent activity (GTP binding), % at 10 µM; 0.11% of 190,000 active;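 active = GTP binding at least 20 percentage points away from the 100% baseline, in either direction, so actives lie on both sides; inconclusive = Compound likely fluorescent itself, or too few beads counted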
# HRas wt GTP – changes GTP binding to wildtype human HRas; P01112; GST-Ras wt beads, Bodipy-FL-GTP binding, flow cytometry; actives lie on both sides; GTP binding activity, % at 10 µM; 0.14% of 190,000 active;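 active = GTP binding activity at least 20% away from the 100% baseline, either lowered as inhibitor or raised as activator; inconclusive = flagged as likely green fluorescent, judged across all proteins in the well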;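 note: 0% = unlabeled GTP competition control and 100% = no-compound control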
# Mcl1-Noxa inh – disrupts binding of human Mcl-1 to Noxa peptide; Q07820; TR-FRET Mcl-1/Noxa peptide binding, 2 h; inhibition, % at 21.7 µM; 1.5% of 220,000 active; AID 1022;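 active = compounds that cut the protein-peptide binding signal by more than 50% relative to plate controls in a single-dose test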;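 note: His-tagged Mcl-1 with rhodamine Noxa BH3 peptide and terbium anti-His antibody; 0% = Mcl-1 plus Noxa peptide wells and 100% = peptide-only wells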
# Rac1 wt GTP bind – alters GTP binding to wildtype human Rac1; GST-Rac1 beads, fluorescent GTP binding, flow cytometry; actives lie on both sides; 0 = cold GTP competed, 100 = untreated; GTP binding activity (% of control), % at 10 µM; 0.27% of 190,000 active; AID 757;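 active = GTP binding activity at least 20 points away from the 100% control level, either lower or higher; inconclusive = compound flagged as likely green fluorescent, judged across all proteins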
# Pf gametocyte – P. falciparum stage V gametocyte viability inhibition; P. falciparum stage V gametocytes, ATP luminescence, 24 h; inhibition, % at 10.9 µM; 0.065% of 150,000 active; AID 743093;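 active = inhibition above the mean plus 3 SD of compounds within the control limits, set per campaign, cut at about 38% in these data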;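 note: 0% = DMSO wells and 100% = medium only without gametocytes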
# Avidin bead fluor – avidin bead compound fluorescence profile. Avidin beads, compound fluorescence 488/530 nm, flow cytometry; hits give high values. fluorescence (KMESF) at 10 µM. 0.38% of 220,000 active; in the data active = fluorescence above about 47; note: inactives centre near 10
# ABCG2 block – blocks JC-1 efflux by human ABCG2 transporter; Q9UNQ0; inhibition, % at 6.6 µM; 0.1% of 190,000 active; IgMXP3 cells, flow cytometry;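 active = inhibition above 80%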;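 note: 0% = DMSO and 100% = nicardipine control wells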
#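 Times: 10 min at 25 °C | Test system: Two drug-resistant human cell lines, ABCG2 and ABCB1 | Quantity: 3 million cells/mL final, two lines in 1:1 ratio | Signal: Flow cytometry, 530 nm JC-1 signal | Dosing: Compound at 6.6 µM | Controls: Nicardipine and DMSO wells | Reagent: JC-1 as fluorescent efflux pump substrate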
# Rab2 wt GTP – changes GTP binding to wildtype dog Rab2A, up or down. GST-Rab2 wt beads, Bodipy-GTP binding, flow cytometry. GTP binding activity, % at 10 µM. 0.19% of 190,000 active;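 active = GTP binding activity at least 20 points away from 100%, either lowered or raised; inconclusive = signal likely due to the compound's own green fluorescence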;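 note: 0% = beads with excess unlabeled GTP and 100% = no-compound control corrected for plate trend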
# Rab7 wt GTP bind – modulators of GTP binding to dog Rab7 wildtype GTPase | GST-Rab7 beads, fluorescent GTP binding, flow cytometry; actives lie on both sides; untreated = 100%, excess cold GTP = 0% | GTP binding activity (percent of control), % at 10 µM | 0.055% of 190,000 active | AID 758;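 active = fluorescent GTP binding to Rab7 beads changed by at least 20 points from the 100% baseline, either direction, mostly lower; inconclusive = compound itself probably fluorescent, or too few beads counted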;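 note: median green fluorescence of bound Bodipy-FL-GTP per Rab7 bead population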
# Cdc42 wt GTP – changes GTP binding to wildtype human Cdc42; P60953; GST-Cdc42 beads, Bodipy-GTP binding, flow cytometry; actives lie on both sides; percent activity (GTP binding), % at 10 µM; 0.2% of 190,000 active; AID 761;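 active = percent activity GTP binding at least 20 points away from the 100% baseline, either down as inhibitor or up as activator; inconclusive = compound flagged as likely green fluorescent from well-wide comparison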;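 note: median bead fluorescence of bound Bodipy-FL-GTP at 100 nM; 0% = excess unlabeled GTP control and 100% = no compound control; below 100% means less GTP binding so inhibitor and above means activator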
# The depositor's hits bear a star; ? = inconclusive; nt = no result given.
SMILES,ABCB1 block,Rac1 act GTP bind,HRas wt GTP,Mcl1-Noxa inh,Rac1 wt GTP bind,Pf gametocyte,Avidin bead fluor,ABCG2 block,Rab2 wt GTP,Rab7 wt GTP bind,Cdc42 wt GTP
CN(C)c1nc(-c2ccccc2)c2cnn(Cc3ccccc3)c2n1,0.4,101,105,7,103,11,40,1,103,101,104
CNC(=S)N(Cc1ccco1)Cc1cc2cc(OC)ccc2[nH]c1=O,0.2,94,94,3,100,-24,27,2,97,94,98
COc1cc(NC(=O)CSc2nc(C)c(C)c(C)n2)cc(OC)c1,-0.1,96,98,0,98,8,9,3,97,94,96
CCCCCCC(=O)Nc1ccc(C(=O)N/N=C/c2cccnc2)cc1,0.2,96,98,-6,97,19,11,3,97,99,99
NS(=O)(=O)c1ccc(CCNC(=O)C2CCCN2C(=O)OCc2ccccc2)cc1 (stereo not given),0.0,97,98,21,97,6,10,-1,100,96,99
CCn1c(N2CCN(CC(=O)c3ccc(OC)cc3)CC2)nc2ccccc21,1.9,102,105,-3,104,nt,13,10,106,99,106
N#Cc1cccc(C#N)c1N1CCC(C#N)CC1,-0.1,94,100,10,100,nt,13,0,98,105,96
CC(C)CCn1c(CN(C)Cc2ccccc2)nc2c1c(=O)n(C)c(=O)n2C,0.7,96,94,-11,95,8,3,1,95,94,96
O=C(CNCC1CCCCC1)Nc1ccc(OC(F)(F)F)cc1,-0.2,93,99,28,93,11,21,0,99,105,93
Cc1cc(N2CCC(C(=O)NC3CCCCC3)CC2)nc(-c2ccccc2)n1,0.9,102,100,4,105,13,28,12,101,97,102
Cc1ccc(N(C(=O)c2cc3ccccc3oc2=O)C2C=CS(=O)(=O)C2)cc1 (stereo not given),-0.2,98,97,-1,101,16,13,-1,96,93,99
S=c1nc(-c2ccccc2)n(Cc2ccco2)c2c1CCCC2,0.4,98,101,14,100,nt,8,1,99,102,99
Cc1ccccc1SCC(=O)Nc1cccc(C#N)c1,-0.3,100,100,-8,106,nt,4,-2,100,99,99
Cc1cccc(C)c1NC(=O)N1C2CCCC1CC(NC(=O)C(C)(C)C)C2 (stereo not given),-0.3,102,101,-11,106,nt,6,1,99,96,103
Cn1ncc(N2CCN(S(=O)(=O)c3ccc(Br)cc3)CC2)c(Cl)c1=O,1.1,98,95,9,99,-9,11,6,97,97,96

# In a second layout: 2 of the compounds above.
Cn1ncc(N2CCN(S(=O)(=O)c3ccc(Br)cc3)CC2)c(Cl)c1=O
  ABCB1 block: 1.1
  Rac1 act GTP bind: 98
  HRas wt GTP: 95
  Mcl1-Noxa inh: 9
  Rac1 wt GTP bind: 99
  Pf gametocyte: -9
  Avidin bead fluor: 11
  ABCG2 block: 6
  Rab2 wt GTP: 97
  Rab7 wt GTP bind: 97
  Cdc42 wt GTP: 96
CCCCCCC(=O)Nc1ccc(C(=O)N/N=C/c2cccnc2)cc1
  ABCB1 block: 0.2
  Rac1 act GTP bind: 96
  HRas wt GTP: 98
  Mcl1-Noxa inh: -6
  Rac1 wt GTP bind: 97
  Pf gametocyte: 19
  Avidin bead fluor: 11
  ABCG2 block: 3
  Rab2 wt GTP: 97
  Rab7 wt GTP bind: 99
  Cdc42 wt GTP: 99

# The main list resumes, repeating the three entries before the break.
SMILES,ABCB1 block,Rac1 act GTP bind,HRas wt GTP,Mcl1-Noxa inh,Rac1 wt GTP bind,Pf gametocyte,Avidin bead fluor,ABCG2 block,Rab2 wt GTP,Rab7 wt GTP bind,Cdc42 wt GTP
Cc1ccccc1SCC(=O)Nc1cccc(C#N)c1,-0.3,100,100,-8,106,nt,4,-2,100,99,99
Cc1cccc(C)c1NC(=O)N1C2CCCC1CC(NC(=O)C(C)(C)C)C2 (stereo not given),-0.3,102,101,-11,106,nt,6,1,99,96,103
Cn1ncc(N2CCN(S(=O)(=O)c3ccc(Br)cc3)CC2)c(Cl)c1=O,1.1,98,95,9,99,-9,11,6,97,97,96
Cc1nc2c(C)cccc2cc1C(=O)N/N=C/c1cccc([N+](=O)[O-])c1,1.1,98,99,-1,102,-30,16,17,99,102,102
COc1ccc(-c2nc3c4ccccc4ccn3c2CN2CCCCC2)cc1,1.8,99,99,-17,103,-1,24,5,98,99,101
Cc1cc(C)nc(NS(=O)(=O)c2ccc(NC(=O)c3cccc(N4C(=O)CCC4=O)c3)cc2)n1,0.0,102,97,0,99,-11,3,0,98,92,98
CC(C)(C)NCCOCCOc1ccc(Cl)cc1C(C)(C)C,0.6,95,99,45,98,-3,11,2,99,102,99
COc1ccc(NS(=O)(=O)c2ccc(S(=O)(=O)N(C)C)cc2)cc1S(N)(=O)=O,0.2,94,96,0,94,15,13,1,94,97,93
COc1ccc2cc(CN(CCc3ccccc3)Cc3nnnn3CC3CCCO3)c(=O)[nH]c2c1 (stereo not given),1.3,97,101,33,105,nt,10,30,103,105,105
CC(=O)Nc1sc2c(c1C(c1cccc(F)c1)N1CCN(CCO)CC1)CCCC2 (stereo not given),0.7,94,94,10,95,nt,10,0,95,102,94
COc1ccc(NC(=O)OCCn2c([N+](=O)[O-])cnc2C)cc1,0.5,100,101,13,104,-19,14,11,100,95,102
N#CCCn1cc(C(=O)N2CCOCC2)c(-c2ccc3c(c2)OCCO3)n1,0.6,97,99,2,103,23,6,2,100,105,99
CCCCn1c(=O)nc2n(-c3ccc(OC)cc3)c3ccccc3cc-2c1=O,0.8,94,97,10,93,-12,10,3,99,104,90
COC(=O)c1cc(-c2cccs2)[nH]n1,0.4,99,103,4,103,3,9,1,102,106,101
CN(CCCC(=O)NC1CC(C)(C)NC(C)(C)C1)S(=O)(=O)c1ccc([N+](=O)[O-])cc1,0.9,99,98,4,103,-12,10,5,99,99,95
COc1ccc(C)cc1-n1nnnc1SCn1nnc2ccccc2c1=O,0.5,100,99,-8,103,nt,6,3,100,102,103
CCOC(=O)/C(N=Nc1cc(C(=O)O)cc(C(=O)O)c1)=C(\O)CCl,0.1,100,98,11,101,nt,12,10,97,94,103
COc1ccc(Nc2nc(N3CCCCC3)nc3ccccc23)c(OC)c1,-4.8,100,101,20,101,5,10,-3,100,98,102
COc1ccc(C)cc1NC(=S)NNC(=O)c1c(Br)cnn1C,-0.6,96,97,-7,95,-21,9,2,98,103,94
O=c1c2c3c(sc2ncn1/N=C/c1ccccc1)CCCC3,0.9,100,103,-14,105,nt,19,1,103,101,103
O=C(Nc1ccc(N2CCCCC2)cc1)c1ccccn1,0.6,97,96,29,98,nt,17,2,98,98,98
CCOc1ccccc1N=C1SC(CC(=O)Nc2ccc(OC)cc2OC)C(=O)N1CCC1=CCCCC1 (stereo not given),0.9,99,99,6,105,nt,2,4,97,100,100
COc1ccc(-c2cn3cc(C(F)(F)F)cc(Cl)c3n2)cc1,0.6,91,92,6,93,7,9,9,92,97,88
CCOC(=O)c1ccc(NC(=O)CN2CCN(Cc3ccccc3)CC2)cc1,0.7,94,93,3,97,nt,12,6,95,97,95
CC1CCN(c2ccc(/C=N\Nc3nncn3N)cc2[N+](=O)[O-])CC1,0.4,98,100,27,99,1,2,2,97,97,99
CC(=O)Nc1nnc(SCC(=O)c2ccc3c(c2)Cc2ccccc2-3)s1,-0.3,95,96,-368,99,nt,14,0,95,98,97
O=c1c(-c2ccc(F)cc2)coc2c3c(ccc12)OCCO3,-0.2,99,101,-2,107,nt,24,19,101,101,101
CCOC(=O)Oc1ccc2c(=O)c(Oc3cc(C)cc(C)c3)coc2c1,1.0,98,96,23,101,6,7,24,98,102,101
N#CCC(=N)N1CCN(c2ccccc2)CC1,1.0,96,95,-10,95,28,3,2,96,94,96
COc1cccc(-c2nnc(SCCC(=O)O)n2C)c1,0.3,96,95,-4,95,nt,22,1,98,95,97
FC(F)(F)c1cc(-c2ccco2)nc(NCc2ccco2)n1,0.0,92,91,17,94,1,29,2,93,95,91
O=C(Oc1ccccc1N1C(=O)C2CCCCC2C1=O)c1ccccc1 (stereo not given),0.7,100,102,11,103,15,40,4,102,101,102
CC1CCCC(C)N1NC(=O)c1cccc(S(=O)(=O)N2CCc3ccccc32)c1 (stereo not given),0.8,97,95,-1,100,12,10,0,98,95,98
O=C(NCCc1ccccc1)C1CCCN(S(=O)(=O)c2cccc3nonc23)C1 (stereo not given),0.4,?,?,6,?,-2,10,1,?,?,?
Cc1ccc(-n2ncc3c(NCCCN4CCCC4=O)ncnc32)c(C)c1,9.1,101,105,-7,107,-20,12,58,103,104,104
O=C(Nc1nnc(Cc2ccc(Cl)cc2)s1)c1ccco1,0.3,101,106,21,102,nt,13,1,104,98,107
COc1ccc([N+](=O)[O-])cc1NC(=O)c1cn(-c2ccc(C)c(C)c2)c(=O)c2ccccc12,1.4,99,101,13,108,nt,8,5,100,100,107
O=C(Nc1nccs1)c1ccc(Cl)cc1[N+](=O)[O-],0.3,95,95,20,96,10,10,2,92,92,93
CCOc1c(S(=O)(=O)N2CCCC2)ccc(Cl)c1Cl,-1.2,99,99,38,104,8,2,2,102,98,101
COc1ccc(OC)c(NC(=O)CCNC(=O)Cn2cnc3ccccc3c2=O)c1,0.1,99,99,-1,100,-14,5,2,99,103,98
O=C(NC1CC1)c1cc2c(s1)CS(=O)(=O)C2,-0.3,98,95,-1,97,-6,4,-1,93,89,95
CSc1n[nH]c(NC2=CC(=O)CCC2)n1,0.2,93,97,-6,96,-12,31,0,95,95,97
Cc1cc(C(F)F)n2ncc(C(=O)N3CCc4ccccc4C3)c2n1,0.7,104,110,6,119,4,7,40,109,109,108
CC(=O)N1c2c(cc(Br)cc2S(=O)(=O)NCc2ccc3c(c2)OCO3)CC1C (stereo not given),0.1,98,99,-2,99,nt,7,0,98,101,99
Cc1ccc(S(=O)(=O)CCc2ccccn2)cc1,-0.1,95,98,-11,97,-10,7,0,96,97,97
Cc1nc2ccc(S(=O)(=O)Nc3cccc(-c4nc5cccnc5s4)c3C)cc2s1,4.2,96,96,-21,99,nt,6,9,96,93,98

# Compounds shown so far that have bromine, in the order listed:
SMILES,ABCB1 block,Rac1 act GTP bind,HRas wt GTP,Mcl1-Noxa inh,Rac1 wt GTP bind,Pf gametocyte,Avidin bead fluor,ABCG2 block,Rab2 wt GTP,Rab7 wt GTP bind,Cdc42 wt GTP
Cn1ncc(N2CCN(S(=O)(=O)c3ccc(Br)cc3)CC2)c(Cl)c1=O,1.1,98,95,9,99,-9,11,6,97,97,96
COc1ccc(C)cc1NC(=S)NNC(=O)c1c(Br)cnn1C,-0.6,96,97,-7,95,-21,9,2,98,103,94
CC(=O)N1c2c(cc(Br)cc2S(=O)(=O)NCc2ccc3c(c2)OCO3)CC1C (stereo not given),0.1,98,99,-2,99,nt,7,0,98,101,99

# No enrichment for hits. Share with any hit: about 2.3%.
